Screening data from PubChem.
XBP1 UPR activ: adaptive UPR (XBP1) activation; CHO-XBP1 luciferase reporter, IRE1-XBP1 UPR activation, luminescence; percent of tunicamycin response, DMSO as zero; activation, % at 20 µM; 330,000 tested, 0.33% active; AID 463104;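 active means versus positive control, 20 µM dose yields 30% or more activation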;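 further: 100% = tunicamycin at 10 µg/mL and 0% = DMSO only wells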
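Material: IRE1-XBP1 luciferase reporter CHO line / Quantity: one thousand reporter cells per well / Buffer or medium: F12 with 10% serum / Compound: 20 µM single concentration, DMSO 1% / Times: 6 h treatment, 37 °C / Detection: Steady-Glo luciferase glow luminescence, 10 min after reagent addition / Benchmarks: tunicamycin high, DMSO low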
APJ agonist: APJ receptor agonism | P35414 | CHO-K1 APJ PathHunter beta-arrestin, luminescence; 0% DMSO wells, 100% apelin | activation, % at 20 µM | 330,000 tested, 0.11% active | AID 2520;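 active means activation more than six SD over the plate average, tested at 20 µM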;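 further: 0% = DMSO alone and 100% = apelin-13 at 10 nM; some results filed as inactive read as strong as hits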
Target sequence (P35414 whole entry, looked up): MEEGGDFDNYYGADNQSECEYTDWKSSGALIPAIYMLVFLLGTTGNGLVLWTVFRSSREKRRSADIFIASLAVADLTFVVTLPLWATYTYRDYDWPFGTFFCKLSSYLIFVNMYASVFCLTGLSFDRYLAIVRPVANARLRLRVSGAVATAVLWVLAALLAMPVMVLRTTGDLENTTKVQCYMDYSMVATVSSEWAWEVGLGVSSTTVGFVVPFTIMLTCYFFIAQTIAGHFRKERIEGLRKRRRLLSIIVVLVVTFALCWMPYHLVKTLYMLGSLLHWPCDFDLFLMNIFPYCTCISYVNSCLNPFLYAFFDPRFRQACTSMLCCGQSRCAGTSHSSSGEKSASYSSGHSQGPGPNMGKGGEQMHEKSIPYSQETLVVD
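Assay system: CHO-K1 APJ beta-arrestin complementation cell line / Compound: single test compound dose, 20 µM final, 1% DMSO / Times: overnight seeding, 90 min compound at 25 °C, 1 h detection / Technique: beta-gal luminescence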
Mdm2-MdmX inh: disrupts the human Mdm2-MdmX interaction; O15151+Q00987; SaOS-2 split-luciferase Mdm2/MdmX complementation, luminescence; inhibition, % at 8 µM; 330,000 tested, 3% active; AID 485346;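 active means inhibition of at least 50% at 8 µM in the primary screen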
tim23-1 inh: growth inhibitors of tim23-1 mutant yeast; S. cerevisiae tim23-1 growth, BacTiter-Glo luminescence, 24 h; inhibition, % at 20 µM; 330,000 tested, 1.3% active;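 active means growth inhibition of the mutant yeast at or above 50%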;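 further: temperature-sensitive mutant grown at 25 °C; plate controls were DMSO-treated mutant yeast for no effect and medium wells lacking yeast for full effect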
Jurkat NFkB inh: inhibitors of the PMA/ionomycin-induced NF-kB reporter in Jurkat cells. 330,000 tested, 0.53% active. inhibition, % at 4 µM. PMA/ionomycin-induced NF-kB luciferase reporter, luminescence. AID 435003; in the data active means inhibition above about 50%
UPR CHOP act: apoptotic UPR (CHOP) activation; CHO-CHOP luciferase reporter, luminescence; percent of tunicamycin response over DMSO baseline; activation, % at 10 µM; 330,000 tested, 0.34% active;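 active means at 10 µM dose, activation of 40% or more, normalized to positive control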;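 further: 100% = tunicamycin at 10 µg/mL and 0% = DMSO alone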
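System: CHO CHOP reporter cells. Amount: 500 cells per well. Buffer or medium: F12 medium, 10% FBS. Compound dosing: one dose, 10 µM in 0.5% DMSO. Incubation: 6 h compound exposure at 37 °C after overnight seeding. Technique: Steady-Glo luciferase luminescence. Benchmarks: tunicamycin and DMSO controls.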
APJ antag: blocks the human apelin receptor APJ; inhibition, % at 20 µM; P35414; CHO-K1 APJ beta-arrestin complementation, luminescence; 330,000 tested, 0.32% active; AID 2521;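 active means inhibition above about 40% at 20 µM, limit read from the data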;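 further: cells challenged with 10 nM apelin-13 agonist together with compound; plate controls were apelin-13 plus DMSO wells for no effect and DMSO wells lacking apelin-13 for full effect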
697 NFkB inh: inhibitors of the PMA/ionomycin-induced NF-kB reporter in 697 B cells; 697 B-cell NF-kB luciferase reporter, 16 h; inhibition, % at 4 µM; 330,000 tested, 0.33% active; AID 435022; in the data active means inhibition above about 35%
* = called active by the depositor.

The first 5 compounds (preview)
The line under a structure holds: XBP1 UPR activ	APJ agonist	Mdm2-MdmX inh	tim23-1 inh	Jurkat NFkB inh	UPR CHOP act	APJ antag	697 NFkB inh
CC(NCc1ccc(F)cc1)C(=O)NC1CCCCC1 (stereo not given)
 : -2	0	-19	6	1	1.6	-1	2
COC(=O)c1cn(NC(=O)c2ccc(OC)c(OC)c2)c(=O)c2ccccc12
 : 0	4	16	-6	1	1.0	14	17
COc1cc(O)c(C(CC(=O)N2CCCCC2)c2ccc(N(C)C)cc2)c(OC)c1 (stereo not given)
 : -1	-2	6	20	4	-0.8	-12	-9
COC(=O)CSc1nnc(-c2ccncc2)o1
 : -1	-3	-11	-5	5	-0.7	-7	-2
CN=Cc1cc(-c2ccccc2)sc1O
 : 0	-3	12	12	1	4.6	10	-12

The whole of this part, from the start:
The line under a structure holds: XBP1 UPR activ	APJ agonist	Mdm2-MdmX inh	tim23-1 inh	Jurkat NFkB inh	UPR CHOP act	APJ antag	697 NFkB inh
CC(NCc1ccc(F)cc1)C(=O)NC1CCCCC1 (stereo not given)
 : -2	0	-19	6	1	1.6	-1	2
COC(=O)c1cn(NC(=O)c2ccc(OC)c(OC)c2)c(=O)c2ccccc12
 : 0	4	16	-6	1	1.0	14	17
COc1cc(O)c(C(CC(=O)N2CCCCC2)c2ccc(N(C)C)cc2)c(OC)c1 (stereo not given)
 : -1	-2	6	20	4	-0.8	-12	-9
COC(=O)CSc1nnc(-c2ccncc2)o1
 : -1	-3	-11	-5	5	-0.7	-7	-2
CN=Cc1cc(-c2ccccc2)sc1O
 : 0	-3	12	12	1	4.6	10	-12
Cc1ccc(C(=O)N2CCN(c3ccccn3)CC2)cc1[N+](=O)[O-]
 : 1	-1	-17	9	-2	0.8	15	10
COc1ccc(OC)c2sc(N3CCc4ccccc4C3)nc12
 : 1	-1	-46	34	2	2.1	-6	5
O=C(Nc1nccs1)c1ccc(COc2c(F)c(F)cc(F)c2F)cc1
 : 1	0	-26	5	-19	8.3	-17	-7
Cc1n[nH]c(=S)n1-c1ccc(Cl)cc1
 : 2	-1	-14	23	-58	-0.1	-10	6
O=C(Nc1nnc(C2CC2)s1)c1cc([N+](=O)[O-])ccc1N1CCCCC1
 : -3	-3	27	30	-1	-2.4	16	15
O=C(NC(=S)Nc1ccc(N2CCOCC2)c(Cl)c1)c1sc2ccccc2c1Cl
 : 0	-6	-5	1	9	-3.0	30	0
Cc1ccc(S(=O)(=O)n2nc(OC(=O)c3c(-c4ccccc4Cl)noc3C)cc2N)cc1
 : -3	3	15	27	-7	1.9	15	-8
O=C(CCNS(=O)(=O)c1ccc(Br)cc1)NCc1ccc(Cl)cc1
 : -1	0	-2	4	-2	-0.6	8	8
O=C(Nc1nnc(Cc2ccc(Cl)cc2)s1)C1CCCO1 (stereo not given)
 : -5	0	19	15	1	0.9	1	2
COC(=O)c1ccc2c(C(C)(C)O)c(C(C)(C)O)[nH]c2c1
 : 4	1	13	6	-29	4.8	-2	-12
O=C(CCN=C1NS(=O)(=O)c2ccccc21)OCc1c(F)c(F)c(F)c(F)c1F
 : -2	-4	5	12	21	1.4	6	15
O=C(Nc1nccs1)c1cccc(S(=O)(=O)N2CCCCC2)c1
 : -2	-5	3	19	4	-0.5	5	6
Cc1ccc(S(=O)(=O)c2nc(S(C)(=O)=O)sc2N2CCN(C)CC2)cc1
 : -3	-1	35	0	25	-1.1	13	-8
COC(=O)c1ccccc1NC(=O)CCS(=O)(=O)c1cc2c(cc1C)NC(=O)CO2
 : 0	-6	9	-3	-3	-0.7	20	11
CN(C)C(/C=C/Nc1ccc([N+](=O)[O-])cc1)=C(C#N)C#N
 : -1	-2	7	-3	6	3.4	8	4
CN1CCN(C(=O)c2ccccc2Nc2ccc(SC(F)F)cc2)CC1
 : 2	0	-24	-3	12	0.5	11	3
NNC(=O)CNC(=O)c1ccc(F)cc1
 : 3	1	10	13	-10	-2.7	-3	6
CCCCN(c1ccccc1)c1ncnc2nc[nH]c12
 : -2	-3	37	23	3	-0.8	9	0
CN(CC(=O)N1CCN(Cc2ccccc2)CC1)C(=O)Cc1cccc2ccccc12
 : -3	-2	10	5	5	-0.4	-2	1
CC(=O)NC(CCS(C)(=O)=O)C(=O)Nc1cccc2ccccc12 (stereo not given)
 : 3	4	26	7	-4	2.5	-6	17
COc1ccc(C(=O)Oc2ccc(/C=N/O)cc2)cc1
 : 5	1	-7	50	4	6.5	-2	0
CC(=O)c1cc(Cl)ccc1OCC(=O)NC1CCCC1
 : -1	-7	7	-3	-41	6.9	16	-34
Cc1nc(NC(=O)/C=C/c2ccco2)sc1C
 : 2	1	-63	0	26	4.0	9	-9
Cn1c(SCC(=O)OC2CCCCC2)nnc1-c1ccc(S(=O)(=O)N2CCCC2)cc1
 : 2	-2	-7	19	0	-2.1	7	-2
COc1cc(OC)cc(C(=O)Nc2ccc(S(=O)(=O)Nc3cc(C)nc(C)n3)cc2)c1
 : -2	-2	-9	-1	12	-0.7	21	21
CCOC(=O)c1c(C)n(-c2ccc(C)cc2)c2c(C(C(C)=O)C(=O)O)c(Br)c(O)c(O)c12 (stereo not given)
 : -4	12	14	18	-1	-1.5	-51	6
O=C(Nc1ccccn1)c1sc2cc([N+](=O)[O-])ccc2c1Cl
 : 0	-4	-32	14	-80	18	13	-35
CCOCCn1c(SC)nc2c1c(=O)[nH]c(=O)n2C
 : -2	-3	-4	4	-4	-0.3	-10	3
CC1CC1C(=O)NCCc1ccc(Cl)cc1 (stereo not given)
 : -1	-2	-5	-11	1	3.8	10	-11
N#Cc1ccc(-c2ccc(C3Nc4ccccc4C(=O)N3O)o2)cc1 (stereo not given)
 : -1	-2	24	8	8	2.4	3	-33
CC(=O)NS(=O)(=O)c1ccc(NC(=O)c2ccc3c(c2)C(=O)N(CCC(C)C)C3=O)cc1
 : -3	-4	13	6	6	-0.2	19	7
CCc1ccc(NC(=O)C2CCN(S(=O)(=O)c3ccc4c(c3)CC(C)N4C(C)=O)CC2)cc1 (stereo not given)
 : -3	4	38	0	31	4.0	-16	-5
CC(C)CN1CCN(C(=O)CCc2nnc(Cc3c[nH]c4ccccc34)o2)[C@@H](C)C1=O
 : 1	-3	14	-11	7	-0.2	-9	-2
CCCOC(=O)c1cc(NC(=O)/C=C/c2ccccc2)ccc1O
 : -1	-2	-3	17	4	0.6	-21	-8
COC(=O)c1ccccc1NC(=O)Nc1ccc(Cl)cn1
 : 1	-2	-17	7	-21	0.6	4	21
CCCNC(=O)c1cc(S(=O)(=O)N2CCc3ccccc32)cn1C
 : -3	1	28	4	20	-3.2	-7	-17
COc1ccc(-c2nc(CN3CCN(Cc4ccccc4)CC3)c(C)o2)cc1
 : -3	-3	-7	0	-2	3.8	9	-22
Cc1cc(-c2csc(NC(=O)c3ccc(C#N)cc3)n2)c(C)n1Cc1ccccc1
 : -2	-1	34	12	17	0.2	11	-14
CN(CC(=O)Nc1cccc(F)c1)C(=O)CCCc1nc2ccccc2c(=O)[nH]1
 : 2	-2	-7	10	-26	-2.2	23	-26
CC(C)CNC(=S)N1CCC(Cc2ccccc2)CC1
 : -4	4	0	28	-1	0.8	0	-16
COc1ccc(/C=C2\SC(N3CCCCC3)=NC2=O)cc1
 : 5	1	10	46	-41	6.0	21	-11
O=C(Nc1ccccc1)c1nccn1Cc1ccc(F)cc1
 : -2	-1	-5	-8	-40	2.6	-6	-35
O=C(CCNC(=O)c1ccccc1Cl)NCc1cccnc1
 : -1	-1	14	7	-5	2.8	2	14
N/C(CCS(=O)(=O)c1ccc(Cl)cc1)=N\OC(=O)c1ccc(Cl)cc1
 : 2	13	55*	15	12	3.6	-18	3
Cc1cc(C(=O)Nc2sc3c(c2C#N)CCC(C)C3)cs1 (stereo not given)
 : 2	0	-94	12	-165	2.4	25	-114
Oc1ccc(C(=S)N2CCN(Cc3ccccc3)CC2)cc1
 : -1	-4	-12	26	9	0.6	-9	-1
CC(=O)N1N=C2/C(=C/c3ccccc3)CCCC2C1c1ccccc1 (stereo not given)
 : -4	-2	10	24	16	1.9	-1	0
CC(C)OC(=O)CSc1nnc(-c2ccccn2)n1N
 : 3	4	-2	15	-10	0.3	-11	-3
NC(=O)c1nsc(C(=O)N(CC(=O)NCc2ccc(F)cc2)Cc2ccco2)c1N
 : -5	-7	10	-2	9	-1.9	12	9
CC(=O)c1ccc(NC(=O)CSc2nc3nc(C)cc(C)n3n2)cc1
 : 8	-2	-13	-6	-6	-0.8	15	-7
O=C(NCC1CCCO1)c1cn(Cc2ccccc2Cl)nc1-c1ccccc1 (stereo not given)
 : -1	5	11	24	9	-0.4	4	20
Cc1cccnc1CCNC(=O)CC1C(=O)NCCN1CC1CCCCC1 (stereo not given)
 : -3	-2	-3	33	-9	-3.2	1	10
COc1ccc(C2OC(=O)CC2C(=O)NC(C)C)cc1 (stereo not given)
 : 1	5	-5	22	-3	1.9	-1	1
O=C1[C@@H]2[C@@H]3C[C@@H]([C@H]4ON=C(c5ccc(Cl)cc5Cl)[C@@H]34)[C@@H]2C(=O)N1C1CCCCC1
 : -2	0	9	41	-1	-0.5	-28	-27
O=C(Nc1ccc(S(=O)(=O)Nc2nccs2)cc1)c1cc(-c2ccccn2)nc2ccccc12
 : -5	-4	8	2	11	0.3	17	11

Further results.
The line under a structure holds: XBP1 UPR activ	APJ agonist	Mdm2-MdmX inh	tim23-1 inh	Jurkat NFkB inh	UPR CHOP act	APJ antag	697 NFkB inh
CC(C)C(NC(=O)c1ccccc1NC(=O)c1ccco1)C(=O)O (stereo not given)
 : -1	1	20	0	-5	-1.2	10	12
COc1cccc(CN2CCCC(C(=O)c3ccc4c(c3)OCO4)C2)c1O (stereo not given)
 : -2	-1	17	-5	-2	1.1	18	-2
CCn1c(SCc2nc(-c3ccccc3)no2)nnc1-c1ccco1
 : 3	-3	4	5	0	0.4	-18	7
CCN(CC)C(=O)C1CCCN(C/C=C/c2ccccc2)C1 (stereo not given)
 : 0	-5	25	-13	-1	-1.2	16	8
Cc1ccc2c(c1)[C@H]1[C@H](CO2)[C@H](c2ccccc2)[C@]2(C)C(=O)Nc3ccc(Cl)cc3C(=O)N12
 : -1	-2	35	38	0	0.4	8	7
COc1cc(C(=O)NC2CCCc3ccccc32)ccc1OCC(=O)Nc1ccc(F)cc1 (stereo not given)
 : 1	-3	14	-13	16	-1.3	-3	-5
COc1ccc(NC(=O)/C(=C/c2ccc(OC(C)=O)c(OC)c2)NC(C)=O)cc1
 : 0	-2	5	0	-4	0.3	-18	8
COc1ccc(C)cc1S(=O)(=O)N1CCC(C(=O)N2CCN(C)CC2)CC1
 : 0	-2	-8	1	3	0.2	1	-11
Cc1ccc(/C=C2/SC(=S)N(CCCC(=O)Nc3ccc(O)cc3)C2=O)cc1
 : -3	-1	92*	8	2	-4.3	-6	88*
O=C(c1ccc(NS(=O)(=O)c2cccc([N+](=O)[O-])c2)cc1)N1CCCCCC1
 : -2	7	6	5	1	1.2	-3	-37
CC(C)CN(c1ccccc1)S(=O)(=O)c1nnc(NC(=O)c2ccco2)s1
 : 2	-1	-7	27	-10	0.5	-8	-22
COC1CCCCC1Nc1cc(C)cc(C)c1 (stereo not given)
 : -4	-2	-15	1	-6	-3.3	17	-5
CCOC(=O)c1cc(NC(=O)NC2CCCCC2)c(C)nc1C
 : -7	-2	25	14	-13	-3.2	-6	-6
